From PubChem
IMP-1 inh = blocks Pseudomonas aeruginosa IMP-1 metallo-beta-lactamase; AID 1556; inhibition, % at 5.6 µM; purified IMP-1, nitrocefin hydrolysis, epi-absorbance fluorescence; 290,000 compounds, 0.45% hits;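 active = inhibition above the mean plus 3 SD of all compounds in the same screening run, cut at about 4.5% in these data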;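 note: 0% = IMP-1 with DMSO and 100% = DMSO wells lacking enzyme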
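system = purified recombinant IMP-1 beta-lactamase | amount = 0.2 nM IMP-1, as dispensed | medium = HEPES buffer pH 7.1 with ZnSO4 and Brij 35 | times = 25 °C, 15 min preincubation, 25 min reaction | detection = plate fluorescence quenching by hydrolysis product, ex 480/em 530 nm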
SUMO HTRF inh = inhibitors of human SUMOylation (UBC9); P63279; 290,000 compounds, 0.36% hits; HTRF SUMOylation assay, SAE1/SAE2 + UBC9, in vitro; inhibition, % at 35 µM; in the data active = inhibition above about 50%, passing the limit was not always enough; note: strong numbers were not always called active
pCIP destab = lowers stability of the mouse p/CIP coactivator protein | Q05BA5 | F442A p/CIP-EGFP cells, EGFP fluorescence, 16 h | decrease of EGFP signal, % at 10 µM | AID 1984 | 290,000 compounds, 0.01% hits;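 active = EGFP signal decrease of at least 30% at 10 µM or well 3 SD below plate mean, unless failing retest; inactive = the rest, including hits failing retest or dose response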; note: some compounds called inactive have numbers as strong as hits; many of its hits are not listed in these tables
IDE act = IDE (human) activation, cell-based; P14735; HEK cells, FAbeta-B cleavage, fluorescence polarization; 0% vehicle, 100% cell-free pure enzyme wells; activation, % at 5.96 µM; 340,000 compounds, 0.073% hits; AID 493087;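 active = activation above the mean of all tested compounds plus 3 SD, set per screening campaign, cut at about 17% in these data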
Target sequence (P14735 whole entry, looked up): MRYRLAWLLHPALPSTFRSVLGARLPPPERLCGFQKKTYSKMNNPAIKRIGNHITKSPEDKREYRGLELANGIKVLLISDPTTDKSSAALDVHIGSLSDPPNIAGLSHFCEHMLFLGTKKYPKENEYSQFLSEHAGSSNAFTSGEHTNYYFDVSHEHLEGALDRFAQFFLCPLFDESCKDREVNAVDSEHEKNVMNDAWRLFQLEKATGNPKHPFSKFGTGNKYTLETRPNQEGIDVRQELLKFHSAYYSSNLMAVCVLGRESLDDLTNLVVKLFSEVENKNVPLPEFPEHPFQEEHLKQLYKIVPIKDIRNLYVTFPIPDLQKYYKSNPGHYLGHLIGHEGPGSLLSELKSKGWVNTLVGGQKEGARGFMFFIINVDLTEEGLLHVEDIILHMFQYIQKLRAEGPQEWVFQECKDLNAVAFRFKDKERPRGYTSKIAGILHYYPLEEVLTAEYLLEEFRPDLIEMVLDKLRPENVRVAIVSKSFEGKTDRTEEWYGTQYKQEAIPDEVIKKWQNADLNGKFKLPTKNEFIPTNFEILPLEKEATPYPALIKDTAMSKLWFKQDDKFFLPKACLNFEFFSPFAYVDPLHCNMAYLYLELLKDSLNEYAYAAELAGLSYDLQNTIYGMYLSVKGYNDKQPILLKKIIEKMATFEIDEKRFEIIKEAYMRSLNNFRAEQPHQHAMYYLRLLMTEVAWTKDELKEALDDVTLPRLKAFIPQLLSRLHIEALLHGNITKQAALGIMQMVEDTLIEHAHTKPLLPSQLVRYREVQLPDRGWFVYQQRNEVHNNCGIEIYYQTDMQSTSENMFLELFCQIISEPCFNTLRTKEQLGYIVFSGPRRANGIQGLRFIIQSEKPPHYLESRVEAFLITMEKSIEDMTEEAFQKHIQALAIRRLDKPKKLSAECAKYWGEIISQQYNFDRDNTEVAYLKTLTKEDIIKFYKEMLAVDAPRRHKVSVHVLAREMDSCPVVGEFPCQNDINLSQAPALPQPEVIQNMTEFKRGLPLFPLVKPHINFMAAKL
HCV NS3 hel inh = blocks Hepatitis C virus NS3 helicase unwinding; AID 1800; 290,000 compounds, 0.56% hits; inhibition, % at 10.9 µM; NS3 helicase DNA unwinding, Cy5 molecular beacon fluorescence;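 active = inhibition above the mean of all tested compounds plus 3 SD, set per campaign, cut at about 35% in these data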;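 note: 0% = DMSO wells and 100% = thioflavine S control wells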
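test system = hepatitis C virus NS3 helicase domain fragment enzyme | reagent = annealed dual-labelled DNA beacon duplex, ATP-started | times = 1 h at 25 °C | detection = Cy5 fluorescence, 0 and 60 min reads | read-out basis = percent inhibition from t60/t0 fluorescence ratio | control set = DMSO and thioflavine S | replication = one well per compound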
IDE inh = inhibits human insulin-degrading enzyme in HEK cells; P14735; FAbetaB cleavage, fluorescence polarization; inhibition, % at 5.59 µM; 320,000 compounds, 0.41% hits; AID 434962;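 active = percent inhibition above the average of all tested compounds plus 3 SD, set per screening campaign, cut at about 16% in these data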;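 note: IDE supplied by intact live HEK cells; FP after avidin binding of uncleaved biotin substrate so inhibition keeps polarization high; 0% = DMSO wells and 100% = 60 µM reference IDE inhibitor Ii1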
FID counter = displaces DNA intercalator in HCV helicase counter-screen. DNA fluorescent intercalator displacement, fluorescence. inhibition, % at 7.9 µM. 290,000 compounds, 0.17% hits. AID 1845; in the data active = inhibition above about 37%;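 note: 0% = vehicle and 100% = reference compound; higher means more ethidium bromide displaced from hairpin DNA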
PfM18AAP inh = PfM18AAP enzyme inhibition; recombinant PfM18AAP, H-Glu-NHMec fluorogenic cleavage; inhibition, % at 7.35 µM; 290,000 compounds, 1.2% hits; AID 1822;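 active = inhibition above the campaign mean inhibition over all tested compounds plus 3 SD, cut at about 28% in these data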;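 note: 0% = plate median of test compound wells and 100% = 2 mM ZnCl2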
VIM-2 inh = blocks Pseudomonas aeruginosa VIM-2 metallo-beta-lactamase | purified VIM-2, nitrocefin hydrolysis, epi-absorbance fluorescence | AID 1527 | inhibition, % at 5.6 µM | 290,000 compounds, 0.89% hits;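 active = inhibition above the mean of all tested compounds plus 3 SD, cutoff set per screening run, cut at about 7.5% in these data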;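 note: red hydrolysis product quenches plate fluorescence so inhibitors raise well fluorescence; 0% = enzyme with DMSO and 100% = DMSO without enzyme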
* marks the source's active call; other numbers are inactive results; x = no result given.

Screens in order – IMP-1 inh, SUMO HTRF inh, pCIP destab, IDE act, HCV NS3 hel inh, IDE inh, FID counter, PfM18AAP inh, VIM-2 inh
- COc1ccc(C(=O)Nc2c(Cl)cc(Cl)cc2C(=O)NCc2ccco2)cc1
  -0.5, 14, 4, 5, 5, -3, -5, -4, -2.3
- CC(C1CC2CCC1C2)n1c(-c2cccs2)n[nH]c1=S (stereo unspecified)
  -2.0, 17, -3, -13, 7, 6, -30, 2, 3.2
- O=C(CSc1n[nH]c(-c2ccncc2)n1)Nc1ccccc1
  -1.8, 10, 0, 2, -1, -2, -5, 0, 0.2
- CCOC(=O)NC(N(O)c1cccc(Cl)c1)C(Cl)(Cl)Cl (stereo unspecified)
  -2.8, 7, -12, x, 5, 4, 0, 31*, 0.1
- CCOCCn1c(N2CCN(c3ccccc3)CC2)nc2c1c(=O)n(C)c(=O)n2C
  -2.2, 3, -2, 1, 2, 1, -13, 5, -1.7
- COc1cccc(-c2cc(C(F)(F)F)nc(-n3ccc([N+](=O)[O-])n3)n2)c1
  -2.4, -2, 2, -2, -1, -3, 3, 2, -1.4
- O=C(NC(=S)Nc1ccc(-c2nc3ncccc3o2)cc1)c1ccccc1F
  -2.2, 8, -3, -7, -1, -1, -11, 3, -1.7
- O=C1CN(C(=O)COC(=O)CNC(=O)c2ccc(Cl)cc2)c2ccccc2N1
  -2.1, 5, -1, 6, 1, -3, -7, 1, -3.1
- COCCNC(=S)N/N=C(\C)c1cccc([N+](=O)[O-])c1
  -3.6, 4, -7, -2, -1, 9, 1, 3, -3.9
- CCOC(=O)C1=C(C)N(C)C(=S)NC1c1cccc(Cl)c1Cl (stereo unspecified)
  -2.8, 5, 8, 1, -4, -4, -14, 5, -3.3
- Cc1ccc(/C=N/NC(=O)c2nnn(-c3nonc3N)c2CN(C)C2CCCCC2)cc1
  0.5, -5, 6, 3, 2, -1, -21, -1, -0.6
- COc1ccc(NC2CCCN(C(=O)c3ccc(OC)cc3OC)C2)cc1 (stereo unspecified)
  -1.8, -4, 2, 2, -9, 3, -21, 13, -1.4
- Cc1cc2nc(C)n(CCCNC(=O)Nc3ccc(F)cc3)c2cc1C
  -5.4, 18, -16, -2, -10, 6, 1, -13, -4.1
- CC1CN=C(NC(=O)c2cccc([N+](=O)[O-])c2)S1 (stereo unspecified)
  -1.2, -7, 8, -1, 4, 1, 4, -9, 1.9
- COc1cccc(N2CCN(c3ccc(S(=O)(=O)N4CCCC4)cc3)CC2)c1
  -3.6, 20, -14, -1, 12, x, 0, 3, -3.3
- Cc1ccccc1NC(=O)C(=O)NCCc1ccccc1
  -1.5, -2, -1, 6, 9, 7, -1, 0, -0.4
- Cn1cc(Br)c(C(=O)NNC(=O)c2ccccc2)n1
  -2.1, 0, -15, 4, -1, -5, 1, 1, -5.1
- O=C(Nc1ccc(N2C(=O)c3cccc4cccc(c34)C2=O)cc1)c1ccc(N2CCCCC2)c([N+](=O)[O-])c1
  -2.0, -1, 2, 4, -27, 1, -6, -1, -3.0
- O=C(/C=C/c1cccc([N+](=O)[O-])c1)NCCN1C(=O)S/C(=C\c2ccc(F)cc2)C1=O
  -2.8, 4, 0, 3, -5, 0, 0, -2, -3.4
- O=C(c1ncc[nH]1)c1ccco1
  -3.2, 23, 11, 3, 3, 6, -1, 9, -1.8
- O=S(=O)(c1cccc2cccnc12)N1CCN(Cc2ccccc2)CC1
  -0.9, 6, -4, 4, 0, 3, -10, -5, -3.7
- O=C(Cc1ccc(Cl)cc1)N/N=C/c1c(Cl)cccc1Cl
  -2.5, 17, -9, -3, 13, 6, -3, 8, -2.4
- O=C(c1cccc(C(F)(F)F)c1)C1CCCN(C(=O)c2cc(C3CC3)[nH]n2)C1 (stereo unspecified)
  -1.3, 7, -3, 5, 4, 0, -48, 2, -1.3
- Cc1ccc(CC(=O)N/N=C/c2ccc3c(c2)OCO3)cc1
  -1.7, -1, -3, 7, 2, -2, -1, 5, -1.4
- Cc1nn(C)cc1CN(C)S(=O)(=O)c1cccc([N+](=O)[O-])c1
  -2.5, 14, -4, -1, 4, -2, 2, -9, -1.1
- CC(=O)CSc1nc2c(c(=O)[nH]c(=O)n2C)n1Cc1ccccc1Cl
  1.4, 10, 7, 4, -9, -5, -14, -8, 0.2
- Cc1c(CCC(=O)N[C@@H](CC(C)C)C(=O)O)c(=O)oc2c(C)c3oc4c(c3cc12)CCCC4
  -1.2, 28, -9, -1, 6, 1, -21, 3, -3.0
- COc1cc(C(=O)O)ccc1O
  -2.0, -6, -2, 1, 0, 2, 0, 12, -1.4
- Cc1ccc(-n2c(CSc3nc(C)cc(C)n3)nnc2SCC(=O)NCc2ccco2)cc1
  -1.0, 2, 5, -1, 3, 11, -33, 16, -1.4
- COc1ccc(CNC(=O)CN2C(=O)CSc3ccc(S(=O)(=O)N4CCOCC4)cc32)cc1
  -0.9, -8, 8, 4, 1, 0, -14, -1, -3.7
- CC(C)CNS(=O)(=O)c1ccc(CCC(=O)O)cc1
  -3.1, 9, 0, 0, -2, 2, 5, -4, -1.4
- CSC(=NC#N)N1CCN(c2c(C)cccc2C)CC1
  -2.4, -2, 17, 3, 10, 7, -7, -1, -1.8
- CN1CCN(C(=O)c2ccccc2NC(=O)c2cccs2)CC1
  -5.2, -7, -9, -3, 2, -2, 1, -8, -1.2
- CCn1nc(NS(=O)(=O)c2cccc3nonc23)c2cc3ccc(C)cc3nc21
  -1.1, -1, 10, 2, 0, 3, -28, 0, -0.4
- S=c1nc(-c2ccccc2)n(CCN2CCOCC2)c2c1CCCC2
  -3.6, -14, 4, -10, -2, 3, 1, 12, -5.1
- COc1ccc(NC(=O)COc2ccc3c(c2)OCO3)cc1
  -2.1, -2, 0, 2, 2, 0, -12, 2, -1.6
- CN(C)C(=O)CCC(=O)N1CCCC(N2CCN(c3cccc(C(F)(F)F)c3)CC2)C1 (stereo unspecified)
  -2.1, -12, 4, 6, 6, 4, -27, -5, -1.1
- CC1CCOC2(O1)C(=O)N(CN1CCN(c3cccc(Cl)c3)CC1)c1ccccc12 (stereo unspecified)
  -2.4, 0, -2, 6, 7, 8, 0, -3, -2.9
- COc1ccc(-c2oc3ccccc3c2C(=O)Oc2ccccc2)cc1
  0.0, 10, -12, 3, 17, 2, -8, 9, 0.2
- COc1ccc(NC(=O)C2CCOC(C)(C)C2)cc1 (stereo unspecified)
  -0.6, 26, -4, x, -4, -6, -4, -9, 0.3
- CCC(C)[C@H](NC(=O)Nc1cccc(OC)c1)C(=O)OC (stereo partly specified)
  -4.7, 14, -9, 5, 2, -4, 0, -7, -0.2
- Cc1ccc(/C=C/C(=O)c2c(C)nc3ccccn23)cc1
  -2.4, -40, 2, 0, -10, 2, -12, 4, 1.1
- CCOc1ccc(S(=O)(=O)Nc2ccccc2C(=O)N2CCCC2)cc1
  -4.1, -19, 0, 1, -5, -1, -20, -2, 0.3
- CN(C)S(=O)(=O)c1ccc(C(=O)Nc2cc(=O)n(C)c(=O)n2C)cc1
  -1.8, 8, -13, 6, 1, 0, -2, -1, -2.6
- CCOC(=O)c1ccccc1NC(=O)Cn1cnc2c(cnn2-c2ccc(OC)cc2)c1=O
  -1.9, x, x, x, 0, 8, -2, -2, -2.4
- Cc1ccc(C)c(Nc2c([N+](=O)[O-])cc(C(=O)N3CC(=O)Nc4ccccc43)cc2[N+](=O)[O-])c1
  -0.9, -5, 5, 5, -17, 0, -13, -9, -0.4
- CC(=O)Nc1ccc2c(c1)C(=O)N(c1cccc(C)c1)C2=O
  -2.9, 14, -9, 7, -1, -1, -3, 1, -1.9
- COc1ccc(-c2c[n+](CC(=O)c3ccccc3)c3n2CCCCC3)cc1
  -2.2, 16, -1, 6, -36, 4, 4, 10, -2.5
- CC(C)C12CN3CC(C(C)C)(CN(C1)C3c1ccc3c(c1)OCO3)C2=O (stereo unspecified)
  -3.0, 13, -6, 2, -8, 10, -3, -4, -1.5
- Cc1noc(C)c1C(=O)OCC(=O)Nc1cc(S(=O)(=O)N2CCOCC2)ccc1Cl
  -3.0, -3, -15, x, -3, 4, -15, 5, 0.2
- Cc1ccc(OCC(=O)NNC(=S)NC(=O)C2CC2)c(C)c1
  -0.9, -55, 0, 2, 4, x, -27, -1, -3.3
- N#Cc1nc(-c2ccccc2)oc1NCCCn1ccnc1
  -4.9, 26, -2, 3, -4, -2, -4, -1, 26*
- CCOc1ccc(S(=O)(=O)N(CC(=O)NCC(F)(F)F)Cc2ccco2)cc1
  -0.8, 4, 10, -1, 9, 2, -7, 7, -0.8
- COC(OC)c1ccc(C#N)c(=O)[nH]1
  -3.9, 14, 0, -1, 11, 0, 5, -6, -4.8
- C/C(O)=C(\N=Nc1cc(C)ccc1O)C(N)=O
  -1.0, -2, 0, x, 5, -6, 10, 12, -1.7
- CCN1CCc2c(sc(NC(=O)CN3C(=O)c4ccccc4C3=O)c2C(N)=O)C1
  -2.6, -7, -2, 3, 1, 13, 10, 5, -2.9
- O=C(Nc1ccccc1N1CCN(c2ccccc2)CC1)c1cccc(F)c1
  -1.4, -6, 2, 1, 6, 7, -3, -2, -2.4
- CCC(C(=O)OCC(=O)Nc1ccccc1-c1ccccc1)c1ccccc1 (stereo unspecified)
  0.5, -12, 0, 0, -7, -2, -29, -1, -3.6
- COC(CNC(=O)c1ccc(-n2c(=S)[nH]c3ccccc3c2=O)cc1)OC
  -2.7, -7, 17, 3, -8, -4, -11, -2, -2.1
- C/C(CC(=O)Nc1ccc(Cl)cc1)=N\NC(=O)C(=O)NCCO
  -1.2, 8, -10, 0, -4, 8, -2, 1, -2.6

The list goes on:
Screens in order – IMP-1 inh, SUMO HTRF inh, pCIP destab, IDE act, HCV NS3 hel inh, IDE inh, FID counter, PfM18AAP inh, VIM-2 inh
- Cc1ccc(NC(=O)Cn2nnc(C(=O)NCCc3ccccc3)c2N)cc1Cl
  -0.1, 18, -2, 1, -3, 5, -7, 2, -6.8
- CCC(=O)N1CCN(C(=O)CC)C1c1ccccc1
  -3.0, 12, 4, 4, -2, -3, 1, -6, -1.2
- Cc1cc(C)n2cc(CSC3=NCCS3)nc2n1
  -1.5, 22, 8, -2, -1, -3, -2, -2, -0.7
- Cc1ccc(Nc2nc(N)nc(CN3CCN(c4ccccc4F)CC3)n2)cc1
  -1.4, -16, 6, 1, -49, -3, -2, 1, -1.4
- Cc1cc(C)cc(NC(=S)/C(=C(\[O-])c2ccc(Cl)cc2Cl)[n+]2ccccc2)c1
  -3.4, 20, -8, 6, 12, -9, -6, -1, -2.5
- O=C(Nc1ccc(CN2CCOCC2)cc1)c1ccc(Br)cc1
  -1.3, 14, -6, 3, 1, -3, 4, 1, -2.3
- O=C(NCc1ccco1)c1cc(S(=O)(=O)N2CCCC2)ccc1Cl
  -1.6, 2, 4, 4, 2, 1, -4, -2, -0.5
- CS(=O)(=O)N1CCN(CC2CC3C=CC2C3)CC1 (stereo unspecified)
  -2.0, 18, 3, 5, 7, -2, 5, -6, -2.3
- CCOC(=O)c1cc(C(=O)OCC)c(=O)[nH]c1N1CCCCC1
  -1.2, 16, -2, -2, 5, 1, -12, 4, 1.0
- CC1(C)Cc2c(C#N)c(NCCN3CCOCC3)nc(-c3ccco3)c2CO1
  -1.8, -5, -2, 4, -13, -1, 3, 2, -3.6

Hits appear at their usual frequency. About 3.6% of those tested had a hit in this group.
